Bioassay records as filed in PubChem BioAssay.
Chronic BCR inh = inhibitors of chronic active B-cell receptor signaling; ABC-DLBCL IkBa-CBG/CBR reporter, luminescence ratio, 4 h; Potency, µM (titrated, usually from 46.1 µM), for the others: top-dose ratio change, negative = lower green/red ratio, most hits filed as inhibitors; 0.05% of 340,000 active; AID 493014; active = well fitted inhibition curve with a large enough effect in the signal ratio, with a control signal flat, not every such curve was filed as active; inconclusive = small, poorly fitted or top-dose-only effect, or effect the other way, or a change in a side signal; the % refers to the signal ratio;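 also: potency is read from the fitted curve at half-maximal effect; plate controls were basal doxycycline-induced cells for no effect and cells given 10 µM MG132 for full effect; MG132 reads +100%, hits lower the ratio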
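Cell line TMD8 (human ABC DLBCL), stably expressing tet-inducible CBG68-IkBa fusion and CBR; IMDM/0.5% FBS; cpd up to 46 uM; dox induction, 4 h, 37C/5% CO2; dual luminescence; green/red ratio; MG132 control.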
TSHR antag = blocks TSH signaling through the human TSH receptor. P16473. TSHR-expressing cells, TSH-stimulated cAMP HTRF, 2 h; hits give low values. activity change, negative = inhibition, % at 11.5 µM. 0.2% of 330,000 active. AID 504810;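 active = activity change below a set negative limit, meaning inhibition stronger than a set level, cut at about -70% in these data; inconclusive = activity change between two set negative limits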; also: % is scaled to controls: 0 for no effect and ±100 for the full control effect
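TSHR-expressing cells were treated with compounds, then stimulated with TSH at EC80 (4nM final) for 2 hours at 37 deg C. Cellular cAMP was measured by HTRF competition between lysate cAMP and cAMP-d2 for a cryptate-labelled anti-cAMP antibody.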
MBNL1-CUG inh = inhibitors of human MBNL1 binding to CUG repeat RNA. TR-FRET MBNL1-His/biotin-(CUG)12 binding, 665/545 ratio. AID 2675. 0.036% of 280,000 active. Potency, µM (titrated, usually from 57.5 µM), inactives show at the top dose activity change, negative = inhibition, hits mostly inhibitors; active = well fitted inhibition curve with a large enough effect in the signal ratio, with a control signal flat, not every such curve was filed as active; inconclusive = small, poorly fitted or top-dose-only effect, or effect the other way, or a change in a side signal; inactive = no such curve, though single readings can be large or run the other way; the % refers to the signal ratio; also: potency is read from the fitted curve at half-maximal effect; % is scaled to controls: 0 for no effect and ±100 for the full control effect
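His-tagged MBNL1 binding to biotinylated (CUG)12 RNA was measured by TR-FRET using terbium anti-His antibody (0.055 ng/ul final) and streptavidin-XL665 (5 nM final). Compounds were titrated 92 nM to 58 uM; 60 min at room temperature.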
hERG WT inh = blocks the wildtype human KCNH2 potassium channel. activity change, % at 1.84 µM. Q12809. AID 720551. U2OS, BacMam KCNH2, thallium flux FluxOr; hits give low values. 0.37% of 340,000 active;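 active = maximum activity change below -70%; inconclusive = maximum activity change between -70% and -50%; inactive = maximum activity change above -50%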; also: % is scaled to controls: 0 for no effect and ±100 for the full control effect
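U2OS cells were transduced with wild-type KCNH2 virus (2.03 x 10^8 / mL) for 4 h at room temperature, then cultured overnight at 37 C. Thallium flux was read with FluxOr dye. Rate constants were normalized to DMSO controls.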
Menin MLL FP TR = menin-MLL binding inhibition, Texas Red mutant peptide. Menin + Texas Red MLL mutant peptide, fluorescence polarization. Potency, µM (series often up to 61.6 µM), for inactives: at the highest dose FP activity change, negative = inhibition, actives largely listed as inhibitors. 0.23% of 270,000 active; active = well fitted inhibition curve with a large enough effect in the polarisation, with a control signal flat, not every such curve was filed as active; inconclusive = small, poorly fitted or top-dose-only effect, or effect the other way, or a change in a side signal; inactive = no such curve, though single readings can be large or run the other way; the % refers to the polarisation; also: potency is read from the fitted curve at half-maximal effect; % of control where 0% means no effect; many of its hits are not listed in these tables
Eya2 phos inh = Eya2 (human) phosphatase inhibition; Potency, µM (series often up to 76.9 µM), for inactives: at the top dose activity, negative = inhibition, most hits filed as inhibitors; 0.006% of 330,000 active; AID 488837; O00167; recombinant Eya2, OMFP fluorescence dephosphorylation (OMFP is methylfluorescein phosphate); also: potency is read from the fitted curve at half-maximal effect; % is scaled to controls: 0 for no effect and ±100 for the full control effect
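Eya2 (0.2 uM) preincubated 10 min at ambient with compound, then OMFP substrate added at 50 uM; 10 min reaction in 50 mM HEPES pH 7.5, 50 mM NaCl, 5 uM MgCl2, 0.05% BSA, 1 mM DTT. Fluorescence read at Ex 485/Em 525 nm.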
USP2a inh = inhibitors of human ubiquitin-specific protease USP2a; USP2 core, Ub-CHOP2 coupled fluorogenic reporter, 485/531; Potency, µM (doses to about 38.3 µM), for inactives: at the top dose activity change, negative = inhibition, hits mostly inhibitors; 0.01% of 330,000 active; AID 463254;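 also: potency is read from the fitted curve at half-maximal effect; plate controls were DMSO wells for no effect and full inhibition by NEM control for full effect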
Target sequence (O75604 whole entry, looked up): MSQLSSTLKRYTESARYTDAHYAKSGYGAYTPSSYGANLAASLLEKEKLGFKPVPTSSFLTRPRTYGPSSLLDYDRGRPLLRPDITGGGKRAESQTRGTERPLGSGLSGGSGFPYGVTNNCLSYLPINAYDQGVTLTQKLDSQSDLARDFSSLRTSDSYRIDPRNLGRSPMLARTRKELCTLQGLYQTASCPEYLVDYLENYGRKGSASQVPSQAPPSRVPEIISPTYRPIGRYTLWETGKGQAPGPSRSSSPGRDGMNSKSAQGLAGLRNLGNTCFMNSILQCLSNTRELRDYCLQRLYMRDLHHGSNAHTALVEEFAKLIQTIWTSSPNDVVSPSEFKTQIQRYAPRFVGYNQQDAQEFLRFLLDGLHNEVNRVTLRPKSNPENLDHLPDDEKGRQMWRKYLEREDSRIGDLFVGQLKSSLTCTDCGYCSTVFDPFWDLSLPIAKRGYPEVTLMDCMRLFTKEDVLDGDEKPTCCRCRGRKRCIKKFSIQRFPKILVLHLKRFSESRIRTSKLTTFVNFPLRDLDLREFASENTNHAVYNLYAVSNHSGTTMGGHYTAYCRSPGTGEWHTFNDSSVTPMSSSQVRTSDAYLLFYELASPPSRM
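Deubiquitinase activity read as fluorescence (485/531 nm) after Ub-CHOP2 cleavage activates the enterokinase reporter on its substrate; USP2 core 10nM, Ub-CHOP2 and substrate 25nM each, 30min compound preincubation then 60min RT; data normalized to NEM, curves fitted.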
GALK inhibitor = galactokinase (human) inhibition. Potency, µM (highest dose often 57.5 µM), inactives show at the top dose activity change, negative = inhibition, usual class: inhibitors. Purified GALK, Kinase-Glo residual ATP luminescence. P51570. 0.007% of 270,000 active; also: potency is read from the fitted curve at half-maximal effect; % is scaled to controls: 0 for no effect and ±100 for the full control effect
Target sequence (P51570 whole entry, looked up): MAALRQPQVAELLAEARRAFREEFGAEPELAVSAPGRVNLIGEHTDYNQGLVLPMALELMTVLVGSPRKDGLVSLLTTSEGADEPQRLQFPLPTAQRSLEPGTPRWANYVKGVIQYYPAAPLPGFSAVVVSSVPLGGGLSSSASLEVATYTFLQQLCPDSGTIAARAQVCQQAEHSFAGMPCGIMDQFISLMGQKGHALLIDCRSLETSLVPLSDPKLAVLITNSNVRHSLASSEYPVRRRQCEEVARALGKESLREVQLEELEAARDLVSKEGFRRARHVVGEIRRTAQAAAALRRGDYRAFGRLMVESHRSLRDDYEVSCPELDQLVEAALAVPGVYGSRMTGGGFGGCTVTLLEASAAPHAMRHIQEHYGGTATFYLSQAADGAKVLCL
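Kinase-Glo Plus luminescence measured ATP left after a 1 h room-temperature reaction. The reaction used 5 nM GALK, 100 uM galactose and 35 uM ATP at pH 8.0 (20 mM HEPES, 5 mM MgCl2, 60 mM NaCl, 1 mM DTT, 0.01% BSA).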
PKM2 act = increases activity of human pyruvate kinase M2; Potency, µM (series often up to 57.5 µM), without a hit: at the top dose activation, usual class: activators; 0.34% of 260,000 active; purified PKM2, Kinase-Glo ATP luminescence, activation; response scale: 0% is enzyme alone, no compound; AID 1631; P14618; also: potency is read from the fitted curve at half-maximal effect; % is scaled to controls: 0 for no effect and ±100 for the full control effect; nearly all actives have a fitted effect of over 55% in size
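Kinase-Glo luminescence reports ATP generated from ADP (0.1 mM) and PEP (0.5 mM) by purified hPK-M2 after 1 h at room temperature, pH 7.2 imidazole buffer; intermediate enzyme activity allows detecting inhibitors and activators.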
Mito fusion yeast = blocks mitochondrial division or promotes mitochondrial fusion; S. cerevisiae fusion-defective mutant growth rescue, CellTiterGlo 48 h; Potency, µM (doses to about 46.1 µM), for the others: at the top dose growth rescue (activation), most hits filed as activators; 0.23% of 320,000 active;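 also: potency is read from the fitted curve at half-maximal effect; % of control where 0% means no effect; nearly all actives have a fitted effect of over 45% in size; temperature-sensitive fusion mutants such as fzo1-1 at 37 °C on non-fermentable ethanol glycerol medium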
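Yeast fusion mutant, YPEG (non-fermentable carbon), compound, 48 h at 37C non-permissive; CellTiterGlo added, 10 min RT, luminescence read. Rescued growth = division inhibition.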
S-ASM inh = human S-ASM enzyme inhibition. P17405. placental ASM, HMU-PC fluorogenic substrate, 60 min. Potency, µM (titrated, usually from 57.5 µM), for inactives: at the top dose activity change, negative = inhibition, actives largely listed as inhibitors. 0.006% of 340,000 active; also: potency is read from the fitted curve at half-maximal effect
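qHTS format. ASM enzyme prepared from human placenta hydrolyses the fluorogenic substrate HMU-PC0 (9 uM final) over 60 min at 37 °C after a 10 min compound preincubation.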
* marks the source's active call; other numbers are inactive results; ? = inconclusive; . = no result given; & = joins results of further samples; [ ] = another dose, or the depositor's remark. Unless noted, calls follow the shape of the dose curve; as a rule, active = well fitted curve in the direction sought with a large enough effect; inconclusive = small, poorly fitted or top-dose-only effect, or another doubt; inactive = no such curve, though single readings can be large; an effect the other way counts as inactive or inconclusive. Not all compounds are listed; count on the stated rates, not on these rows.

SMILES	MBNL1-CUG inh	S-ASM inh	hERG WT inh	Chronic BCR inh	TSHR antag	PKM2 act	Mito fusion yeast	Menin MLL FP TR	Eya2 phos inh	GALK inhibitor	USP2a inh
COC(=O)c1ccc(NC(=O)C2CC(=O)N(c3cc(C)ccc3C)C2)cc1 (stereo unspecified)	2%	3%	-3	7%	4	-6%	-4%	14%	15%	-3%	0%
COc1cc(NC(=O)Cn2nnc(-c3ccccc3N)n2)cc(OC)c1	-7%	-5%	9	1%	-7	2%	-9%	?	0%	6%	0%
Oc1ccccc1-c1nc(NCC2CCCO2)c2ccccc2n1 (stereo unspecified)	10%	-19%	-7	?	-9	3%	30%	?	10%	-3%	3%
COc1cc(N/C(=N/S(=O)(=O)c2ccccc2)c2ccccc2)ncn1	-16%	4%	-17	.	.	-18%	-6%	-9%	.	0%	.
COc1ccc(CNC(=O)CSc2nnc3c(n2)[nH]c2ccc(F)cc23)cc1	2%	5%	18	-7%	1	-5%	-3%	?	-5%	-5%	2%
CC(C)c1ccc(CN(C(=O)c2ccco2)C2CCS(=O)(=O)C2)cc1 (stereo unspecified)	-5%	1%	1	-8%	-2	7%	2%	-2%	-3%	7%	-2%
CN1C=CC=C/C1=C1\SC(=S)N(c2ccccc2)C1=O	?	-8%	-10	5%	-7	0%	6%	-1%	3%	-1%	-9%
CCOCCn1c(CCCO)nc2ccccc21	-1%	1%	-8	0%	-14	-5%	-2%	23%	-7%	2%	4%
O=C(Nc1c2c(nn1-c1ccccc1)CS(=O)C2)c1ccc2c(c1)OCO2 (stereo unspecified)	3%	4%	5	1%	-3	0%	-1%	.	-2%	-3%	-1%
COc1ccc(N(CC(=O)Nc2ccc(C)c(C)c2)S(=O)(=O)c2c(C)noc2C)cc1	-5%	-11%	-9	3%	-24	.	3%	.	-2%	1%	-2%
CCOC(=O)c1c(NC(=O)c2nn(CC)cc2Br)c(C#N)nn1-c1ccccc1	-1%	-5%	3	?	-9	-2%	18%	11%	2%	-4%	0%
CC(C)(C)OC(=O)N1CCN(c2ccc(CNC(=O)c3ccc(Cl)cc3)cc2)CC1	-4%	-3%	-3	?	-16	-1%	-1%	-12%	-16%	-3%	0%
Cn1c(SCc2ccccc2Cl)nnc1-c1cnccn1	0%	6%	1	?	0	4%	4%	-1%	-2%	0%	0%
Cc1cccc(NC(=S)Nc2cccc(C)n2)n1	-5%	-4%	13	?	1	-9%	-1%	?	-21%	-1%	-2%
CC1CCC(NC(=O)C2c3ccccc3C(=O)N2Cc2ccc3c(c2)OCO3)CC1 (stereo unspecified)	0%	-1%	8	-7%	-1	1%	16%	-6%	-9%	-3%	0%
O=[N+]([O-])c1ccccc1NCc1ccc(Cl)cc1	13%	-14%	-4	9%	4	0%	5%	19%	-1%	1%	-2%
CN(Cc1ccco1)S(=O)(=O)c1nnc(NC(=O)c2ccc(F)cc2)s1	138%[activator]	2%	-31	11%	-32	.	24%	62%[activator]	11%	1%	0%
Cc1cc(NC(=O)CN2C(=O)NC(C)(c3ccccc3)C2=O)no1 (stereo unspecified)	0%	3%	-13	?	-12	0%	-2%	-5%	8%	-3%	6%
O=S(=O)(/N=C(/Nc1cc(N2CCOCC2)ncn1)c1ccc(F)cc1)c1ccccc1	-5%	-3%&3%	-17&-13	?	-8	-2%	0%	-7%	-2%	0%	1%
Cc1ccc(N(C)S(=O)(=O)c2cc3c(cc2C)NC(=O)CO3)cc1	9%	-1%	3	?	-4	5%	0%	7%	12%	.	2%
COc1cc(CNCCc2ccc(S(N)(=O)=O)cc2)ccc1OCC(=O)NC(C)(C)C	?	5%	0	-6%	6	8%	0%	-11%	-1%	3%	2%
Cc1ccc(-c2nnc(NC(=O)c3ccco3)s2)cc1	0%	2%	-4	?	-20	-19%	13%	-4%	-3%	1%	-2%
CC[C@@]1(c2ccccc2OC)ON(c2ccccc2C(F)(F)F)C1=O	.	-5%	1	?	11	.	-32%[inhibitor]	.	-24%	.	-2%
CC1(C)CC(=O)C/C(=N/NC(=O)c2ccc(-c3ccccc3)cc2)C1	-5%	7%	-10	-1%	19	1%	-7%	-9%	10%	0%	9%
O=C(CN1C(=O)NC2(CCCC2)C1=O)Nc1ccc(F)c(Cl)c1	0%	0%	-7	-6%	-12	.	-5%	2%	10%	5%	3%
O=S(=O)(NCc1csc(-c2cccnc2)n1)c1ccc(Br)cc1	1%	-1%	2	0%	5	.	19%	7%	-1%	0%	-1%
O=C(CC1SC(=Nc2ccccc2)N(CCCO)C1=O)Nc1ccc(Cl)cc1 (stereo unspecified)	-4%	-17%	0	-2%	0	2%	-4%	?	0%	1%	-1%
COc1cc(C2C(C(=O)c3ccco3)=C(O)C(=O)N2c2cc(C)on2)cc(Br)c1O (stereo unspecified)	?	5%	-11	3%	3	1%	1%	21%	-7%	0%	4%
C(=C\c1nc(-c2ccncc2)no1)/c1ccccc1	-6%	11%	-3	1%	16	4%	-2%	-16%	4%	0%	2%
CCOC(=O)C(CCCP(=O)(c1ccccc1)c1ccccc1)(NC(C)=O)C(=O)OCC	-3%	3%	-5	4%	7	-3%	-1%	.	2%	-3%	4%
COc1ccc(C2=CSC3=NCCN23)cc1F	-8%	0%	-1	-8%	2	-1%	-3%	-14%	-9%	3%	-1%
COc1ccc(C)cc1NC(=O)CN(c1ccccc1F)S(C)(=O)=O	10%	1%	-20	-1%	1	4%	1%	-15%	6%	1%	-2%
COCCn1cnc2c1c(=O)n(CC(=O)c1ccc3c(c1)OCCO3)c(=O)n2Cc1ccccc1	8%	-1%	18	5%	-9	0%	-2%	.	4%	-1%	1%
COC(=O)[C@]1(Cc2ccccc2)N[C@H](CN(C)C(=O)Nc2ccc(C)cc2)[C@@H]2C(=O)N(C)C(=O)[C@@H]21	.	-3%	-3	1%	-13	.	.	.	-4%	.	0%
COC(=O)c1ccc(N2C(=O)CC(N(C)Cc3ccccc3)C2=O)cc1 (stereo unspecified)	1%	0%	-14	14%	-8	-4%	-6%	29%	-13%	-5%	1%
O=C(COc1ccc(S(=O)(=O)Nc2ccccc2)cc1)NCc1ccncc1	-3%	0%	-5	5%	8	5%	-1%	15%	2%	5%	-1%
Cc1nn(-c2cccc(Cl)c2)nc1C(=O)Nc1cccc(C(=O)NC2CC2)c1	.	-4%	-3	3%	-16	.	8%	.	-1%	.	4%
Cc1ccc(S(=O)(=O)Cn2nnnc2C(C(C)C)N2CCC(C(N)=O)CC2)cc1 (stereo unspecified)	-5%	3%	-9	0%	-1	2%	-3%	-11%	-11%	-5%	4%
CN(Cc1cn(C)nc1-c1ccccc1F)CC1CCN(Cc2ccccc2)CC1	-2%	-1%	1	-4%	0	-3%	-6%	.	6%	-1%	0%
Cc1csc(=O)n1CC(=O)Nc1ccc(Cl)cc1F	.	-2%	11	5%	-2	.	-2%	.	-1%	.	-1%
CCCCn1c(N)c(N(CCOC)C(=O)COC(=O)C(C)Oc2ccc(Cl)cc2)c(=O)[nH]c1=O (stereo unspecified)	.	4%	6	0%	-8	.	-2%	.	-14%	.	1%
CCNC(=S)N1CCn2c(nc3ccccc32)C1	.	2%	4	11%	32	13%	5%	-10%	3%	2%	2%
